# MT stabilizer: microtubule stabilizers in HeLa cells, primary screen, imaging, high-content imaging | HeLa tubulin immunostaining HCS, 24 h; share of cells brighter than vehicle mean+2SD | actives 0.83% (n = 200,000) | % tubulin-high responders, % at 10 µM;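 active = plate Z-score above 3 for both tubulin-high and condensed-nucleus cell shares, with cell loss under 80%, at 10 µM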;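 also: anti alpha tubulin signal scored within the nucleus-defined area of each cell; some results filed as inactive read as strong as hits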
# Myeloid diff MLP: induction of myeloid progenitor differentiation, primary screen, cell-based, flow cytometry, MLPCN library; actives 1% (n = 360,000); ER-HoxA9 myeloid progenitors, lysozyme-GFP differentiation; calls only at 10 µM;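 active = normalized GFP-positive differentiation at or above the plate's own cutoff, the solvent-only control mean plus 3 SD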;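 also: cells exposed to compound for four days before flow analysis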
# T cell modulator: modulators of CD8 T cell-vesicle binding, primary screen, mouse 2C CD8+ T cells, flow cytometry; 2C CD8+ T cell-vesicle binding; hits give low values; calls only at 7 µM; actives 0.068% (n = 330,000); AID 2052, 2009;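 active = response, share of CD8 T cells binding vesicles, and their 90th percentile fluorescence all below set limits, cut at about 80% in these data, passing the limit was not always enough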
#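 Material: 2C TCR transgenic mouse naive CD8+ T cells, MACS-purified. Also added: QL9-charged Drosophila Ld/ICAM-1/B7-1 vesicles. Timing: binding 1.5 h at 37 °C. Measured by: high-throughput flow cytometry with anti-B7-1 and anti-CD8 staining. Read-out: percent CD8+ FL2 mean versus row control. Controls: Unloaded micro-vesicles (low), QL9 vesicles with 0.7% DMSO (high).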
# TNAP activation fold: human TNAP enzyme activators, primary screen, biochemical, luminescent, no phosphate acceptor, uHTS (AID 1001); purified TNAP, luminescent activation assay, no phosphate acceptor; higher activation fold means a stronger effect; actives 0.03% (n = 200,000); activation fold at 20 µM; hits with a dose series show EC50 in µM; in the data active = activation fold from about 3, or a potency from the dose series; inactive = the rest, 99 in 100 with activation fold below about 1.6; also: many of its hits are not listed in these tables
# Hep lipid drop: inhibitors of hepatocyte lipid droplet formation, primary screen, imaging, high-throughput imaging, BODIPY stain | AML12 mouse hepatocytes, oleate lipid droplets | actives 0.4% (n = 240,000) | inhibition, % at 6.5 µM;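 active = lipid droplet intensity inhibited by at least 50%, with more than 500 cells counted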
#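 Test system: AML12 hepatocytes (mouse); reagent: oleate loading, 100 µM; dosing: one dose, 6.5 µM compound; incubation: overnight exposure; signal: fluorescence imaging, 20x objective, two fields per well; read-out basis: % inhibition of corrected integrated BODIPY droplet signal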
# PMI inhibitors: inhibitors of human PMI, primary screen, biochemical, fluorescence intensity, coupled assay (AID 1209). purified PMI enzyme, coupled fluorescence intensity; higher % means a stronger effect. inhibition, % at 20 µM; hits with a dose series show IC50 in µM. actives 0.42% (n = 190,000); in the data active = inhibition above about 50%;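 also: plate controls were DMSO vehicle for no effect and wells lacking substrate for full effect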
# bCat nuc transl: modulators of beta-catenin nuclear translocation, primary screen, imaging, HeLa cells, immunofluorescence, high-content; actives 0.3% (n = 190,000); nuclear translocation activity, % at 5 µM; AID 1665, 2009;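 active = nuclear translocation activity above 50% at 5 µM, with a well cell count of 50 or more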;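 also: per-cell ratio of nuclear to cytoplasmic median beta-catenin stain intensity; plate controls were DMSO negative control for no effect and GSK-3 inhibitor IX positive control for full effect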
#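 test system = HeLa cells, endogenous beta-catenin | dosing = single 5 µM dose plus 0.02–20 µM confirmation series | times = compound treatment 24 h, 37°C, 5% CO2 | technique = beta-catenin immunofluorescence imaging with DAPI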
# Insulin prom up: insulin promoter activators in MIN6 cells, imaging, high-content screening, mouse beta cells; MIN6 insulin promoter-GFP reporter; hits give high values; z-score at 5 µM; actives 0.3% (n = 190,000); AID 1625, 2009;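 active = z-score above 3 at 5 µM with at least 500 cells counted in the well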
# Dynein cargo inh: inhibitors of GR-EGFP nuclear translocation, primary screen, dynein cargo transport inhibitor project, imaging, high-content, 3617.4 mouse cells; test concentration mostly 20 µM; stimulated with dexamethasone, 1 µM; hits give low values; z-score, hits read low; actives 0.47% (n = 220,000); AID 1381, 2008;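 active = plate z-score of nuclear minus cytoplasmic receptor signal below a set negative limit, without overly bright fluorescence or cell loss, cut at about -3.5 in these data, passing the limit was not always enough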;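 also: z-score of nuclear minus cytoplasmic ring GR-EGFP intensity difference per well; some compounds called inactive have numbers as strong as hits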
#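 Buffer or medium: tet-free medium with charcoal-stripped serum / Also added: dexamethasone agonist, 1.0 µM final, for 30 min / Timing: induction 48 h, compound 1 h, agonist 30 min / Measured by: high-content fluorescence imaging after fixation / Read-out: nuclear-to-cytoplasmic GR-EGFP distribution per well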
# Dynein cargo inh cytoplasmic EGFP: also measured in Dynein cargo inh; calls as there; z-score; measured here: cytoplasmic GR-EGFP intensity; hits give high values
# Dynein cargo inh nuclear GR-EGFP: also measured in Dynein cargo inh; calls as there; z-score; measured here: nuclear GR-EGFP intensity;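 lower value marks the stronger effect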
# Dynein cargo inh cell count: further read-out of Dynein cargo inh, marked with its call; z-score; measured here: cell count per field
# Insulin prom up cell count: recorded beside Insulin prom up, whose call it bears; cell count; measured here: cytotoxicity, nuclei count;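 total cells summed across four imaged fields per well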
# Hep lipid drop cells 6.5 µM: second read-out of Hep lipid drop, no call of its own (marks repeat the call); cell count; measured here: cell count, cytotoxicity flag;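 cells counted across two imaged fields per well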
# bCat nuc transl cell count 5 µM: also measured in bCat nuc transl; calls as there; cell count; measured here: cell count, cytotoxicity flag
# T cell modulator vesicle-bound %: second read-out of T cell modulator, no call of its own (marks repeat the call); double positive events, %; measured here: CD8+ vesicle-bound cell fraction;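 binding gate set so that unloaded-vesicle control wells show 10% double positive cells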
# MT stabilizer Hoechst-high %: further read-out of MT stabilizer, marked with its call; % Hoechst-high responders; measured here: nuclear condensation Hoechst responders;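 share of cells brighter than vehicle mean plus two SD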
# MT stabilizer cytotoxicity %: further read-out of MT stabilizer, marked with its call; toxicity, %; measured here: cytotoxicity by cell density;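 0% = mean cell density of plate MIN control wells and 100% = no cells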
# Myeloid diff MLP GFP+ MAC1+ %: further read-out of Myeloid diff MLP, marked with its call; GFP+ MAC1+ double positive, %; measured here: differentiation confirmed by MAC1 staining
# Numbers without * were called inactive; i = inactive; · = not tested or not shown.
smiles	MT stabilizer	MT stabilizer Hoechst-high %	MT stabilizer cytotoxicity %	Myeloid diff MLP	Myeloid diff MLP GFP+ MAC1+ %	T cell modulator	T cell modulator vesicle-bound %	TNAP activation fold	Hep lipid drop	Hep lipid drop cells 6.5 µM	PMI inhibitors	bCat nuc transl	bCat nuc transl cell count 5 µM	Insulin prom up	Insulin prom up cell count	Dynein cargo inh	Dynein cargo inh cytoplasmic EGFP	Dynein cargo inh nuclear GR-EGFP	Dynein cargo inh cell count
N#C/C(=C\c1ccccc1)C(=O)NC(=O)Oc1ccccc1	1.1	2.0	12	·	·	i	20	1	-1	733	11%	·	·	-0.02	797	-0.4	-0.033	-0.35	0.59
COc1ccccc1NC(=O)Cn1nnc(-c2ccccc2NC(=O)c2cccs2)n1	5.5	3.0	6.6	i	0.6	i	22	1.1	·	·	5%	-3.9	989	0.44	1193	2.2	0.23	1.1	-1.6
OC(COc1ccc2cc(Br)ccc2c1)CN1CCN(c2ccccn2)CC1 (stereo not drawn)	5.0	2.0	12	i	1.2	i	56	1	-11	709	4%	·	·	0.23	1174	-0.63	-0.23	-0.056	1.6
CCN(C(=O)c1cn(C)c(=O)c2cc(OC)c(OC)cc12)c1cc(C)ccc1C	3.4	3.1	8.7	i	3.1	i	6	1.1	·	·	2%	1.0	1405	-0.16	1447	0.15	-0.12	0.39	0.54
CCc1cc(C(=O)NNC(=S)NC(C)c2ccccc2)cs1 (stereo not drawn)	1.2	1.2	3.7	i	6.8	i	1	1.1	-8	779	-11%	-1.3	1270	-0.92	914	-1.2	0.36	-0.34	0.61
Cc1ccc(N(CC(=O)N/N=C/c2cccs2)S(C)(=O)=O)cc1	2.2	3.9	4.3	i	0.5	i	38	1.1	7	689	13%	·	·	0.83	1304	-0.94	-0.33	-0.92	1.3
Cn1c(=O)c2c(SCc3ccccc3)nc(C3CC3)nc2n(C)c1=O	·	·	·	i	0.1	i	53	·	-6	721	·	-0.2	1130	-0.88	1141	0.93	-0.22	0.076	0.42
CC1CCN(c2ccc(C(=O)O)cc2)CC1	1.4	1.4	8.7	i	0.4	i	46	1.1	15	806	14%	-5.4	1106	·	·	-0.21	-0.21	0.065	0.045
O=C(NNc1c(Cl)cncc1Cl)c1cccs1	·	·	·	i	0.2	i	13	·	-9	690	·	-1.0	1069	·	·	0.48	-0.19	0.11	-0.13
Cc1cc(N2CCN(c3cccc(C(F)(F)F)c3)CC2)n2ncnc2n1	3.3	2.5	13	i	0.4	i	4	1.1	-7	737	8%	0.1	1074	-0.94	1116	0.22	-0.21	0.55	0.97
CCCCNC(=O)C1(NC(=O)Nc2ccc(C)cc2)CCCCC1	4.1	1.6	11	i	0.3	i	67	1	22	689	-5%	-1.0	1052	1	1471	-1.2	-0.37	-0.24	1.3
O=C(CSc1nc2ccccc2s1)N/N=C/c1ccco1	2.2	3.4	8.1	i	0.6	i	14	1	2	575	4%	3.4	506	0.64	1398	-0.65	-0.28	-0.72	0.85
CN(CCC#N)C(=O)Cn1nc(Cc2ccncc2)c2ccccc2c1=O	3.2	4.2	6.5	i	2.4	i	46	1.1	·	·	-12%	-0.3	1158	0.27	1014	0.19	-0.2	0.33	-0.031
CCOc1cc(C(=S)N2CCOCC2)ccc1O	3.8	2.2	13	i	0.3	i	53	1.1	·	·	67%*	-3.0	783	-0.14	1462	-0.17	-0.37	0.33	0.14
CC(=O)OCc1c(COC(C)=O)[n+](=O)c2ccccc2n1[O-]	3.3	1.3	3.1	i	1.1	i	9	1.1	-5	653	18%	·	·	·	·	-0.49	-0.19	0.031	-0.063
COc1ccc2c(c1O)-c1ccccc1CCN(C)C2	1.6	1.2	3.0	i	2.5	i	10	1	-7	664	0%	1.3	1065	-0.45	1291	0.5	0.54	0.56	-0.72
COc1cccc2cc(C(N)=O)/c(=N/NC(=O)COc3ccc(Cl)cc3)oc12	6.2	2.3	6.1	·	·	i	61	1	-23	655	0%	-0.7	1142	-0.37	1358	0.98	-0.2	1.2	-1.9
Cc1ccc(COCCN2CCN(S(=O)(=O)c3ccc(C)cc3)CCC2=O)cc1	3.4	2.6	6.2	i	2.7	i	18	1.1	-3	779	4%	·	·	-0.5	1442	-0.24	-0.29	0.35	-0.012
CCOC(=O)N1CCN(C(=O)C2CCN(S(=O)(=O)c3ccc(F)cc3)CC2)CC1	5.1	3.0	6.5	i	0.3	i	28	1.1	10	673	15%	-3.2	1050	-1.3	1568	-1.1	-0.27	-0.23	0.61
O=C(NC1CCCCC1)C(c1ccc2ncccc2c1)N(Cc1cccs1)C(=O)c1cccs1 (stereo not drawn)	3.2	1.2	5.1	i	2.3	i	43	1	·	·	10%	·	·	·	·	1.6	-0.24	0.98	0.1
CCOC(=O)Cc1csc(NC(=O)c2cc(OC)cc(OC)c2)n1	2.1	3.2	7.2	i	0.4	i	42	1.1	3	760	4%	-2.8	1241	0.05	1099	-0.33	-0.2	-0.21	-0.18
CC(=O)Oc1ccc2c(=O)c(-c3ccccc3)coc2c1	1.6	0.8	0.7	i	0.1	i	40	1.1	0	688	0%	-1.7	1081	-0.49	1253	-0.44	-0.17	-0.33	0.33
Cc1nc(C)c(C(=O)Nc2cccc(Cl)c2)o1	4.1	1.3	7.2	i	5.1	i	30	1.1	·	·	-2%	1.5	1426	-0.64	1386	-1.2	-0.37	-0.41	1.4
COc1ccc(/C=N/NC(=S)Nc2ccccc2)cc1COc1cccc(C)c1C	·	·	·	i	0.3	i	44	·	-11	707	·	-0.1	1353	0.1	1046	-0.72	-0.17	0.36	-0.12
COCCCn1c(SCC(=O)n2c(C)c(C)c3ccccc32)nnc1-c1ccoc1C	5.4	2.6	8.2	i	0.8	i	21	1	-9	745	14%	0.0	1079	0.06	1206	0.23	-0.09	0.84	-0.95
CC(CC(=O)O)CC(=O)Nc1ccccc1C(=O)O (stereo not drawn)	2.9	1.3	3.8	i	7.9	i	13	1	16	759	-3%	·	·	-0.03	1195	-0.12	-0.27	0.039	-0.37
O=C(Nc1nccs1)C(c1ccccc1)N1CCCCC1 (stereo not drawn)	5.2	1.9	9.4	i	0.1	i	20	1.1	-3	689	-15%	-0.3	1115	0.01	1236	-0.22	-0.36	0.14	0.08
c1ccc(Nc2cc(Nc3ccccc3)[nH]n2)cc1	7.6	2.5	8.7	i	15	i	33	1	·	·	18%	-2.5	967	-0.61	1099	-0.083	-0.12	0.6	0.11
CCC(CC)C(=O)c1c[nH]c(C(=O)NCc2ccco2)c1	3.1	2.5	5.1	i	1.6	i	27	1	-6	614	12%	-1.0	1099	0.59	1960	0.011	-0.15	0.34	0.027
CC1Cc2cc(-c3csc(NC(=O)Cc4cccs4)n3)ccc2N1S(C)(=O)=O (stereo not drawn)	6.9	1.8	3.7	i	14	i	57	1.2	-4	693	17%	0.9	1078	0.24	1692	-0.52	-0.21	0.065	0.31
C=CCOc1nc2c(c(=O)n(C)c(=O)n2C)n1Cc1ccc(Cl)cc1	1.8	2.8	7.8	i	0.5	i	52	1.1	-4	640	3%	-1.8	1103	-2.3	586	-0.019	-0.19	-0.044	-0.44
Cn1cnnc1SCc1ccccc1	1.7	1.2	15	i	1.2	i	33	1.1	16	811	-3%	-16	1100	·	·	0.62	-0.26	0.18	-0.19
CCCC(=O)C1=C(O)C(c2cccc(Oc3ccccc3)c2)CCC1=O (stereo not drawn)	5.1	2.5	6.9	i	0.9	i	51	1.1	0	722	-21%	-3.0	1066	0.53	1214	0.57	-0.35	0.55	0.79
COc1ccccc1-c1nnc(Sc2nc([N+](=O)[O-])nn2C)o1	3.7	2.3	1.1	i	0.7	i	11	1.1	12	727	3%	4.3	1028	·	·	-4.1*	1.5*	-2*	0.42*
COc1cccc(/C=N/N2C(=O)CSC2=S)c1O	6.8	1.9	1.0	i	1.9	i	29	2.6	1	748	8%	-0.6	552	0.68	1141	-0.84	-0.22	0.088	0.33

# Assay outcomes: PubChem BioAssay, several laboratories
